Compound activity: PubChem, National Center for Advancing Translational Sciences (NCATS)
Pol eta inh: DNA polymerase eta (human) inhibition; recombinant Pol eta, fluorescent DNA replication assay; Potency, µM (top dose mostly 114 µM), for inactives: at the top dose activity change, negative = inhibition, usual class: inhibitors; hit rate 1.2% among 390,000; AID 588591; note: % is set by controls: 0 for no effect and ±100 for the full control effect
Target sequence (Q9Y253 whole entry, looked up): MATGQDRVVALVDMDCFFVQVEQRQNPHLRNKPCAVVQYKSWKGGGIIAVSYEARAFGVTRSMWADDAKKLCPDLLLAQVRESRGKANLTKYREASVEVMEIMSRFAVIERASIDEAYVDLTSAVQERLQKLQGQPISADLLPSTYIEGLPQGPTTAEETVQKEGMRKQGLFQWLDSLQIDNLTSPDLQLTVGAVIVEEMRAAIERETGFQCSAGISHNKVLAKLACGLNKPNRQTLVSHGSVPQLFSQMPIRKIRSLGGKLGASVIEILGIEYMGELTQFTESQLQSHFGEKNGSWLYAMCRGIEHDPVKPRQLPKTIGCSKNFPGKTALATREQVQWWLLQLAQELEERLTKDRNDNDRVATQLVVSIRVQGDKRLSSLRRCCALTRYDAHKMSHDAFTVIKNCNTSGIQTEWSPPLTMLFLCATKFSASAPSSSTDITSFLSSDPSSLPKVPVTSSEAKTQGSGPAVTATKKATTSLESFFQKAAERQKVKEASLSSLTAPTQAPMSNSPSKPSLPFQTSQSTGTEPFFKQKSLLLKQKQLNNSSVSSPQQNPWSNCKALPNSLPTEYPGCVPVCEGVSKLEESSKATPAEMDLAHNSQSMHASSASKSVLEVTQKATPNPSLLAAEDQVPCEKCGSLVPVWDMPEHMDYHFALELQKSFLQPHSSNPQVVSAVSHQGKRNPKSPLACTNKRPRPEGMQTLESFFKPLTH
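Fluorescent replication assay: 50 nM final substrate added after a 15 min room-temperature compound preincubation with 10 nM enzyme. Signal taken at 0 min and again at 10 min.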
APEX1 inh: APE1 (human) endonuclease inhibition; Potency, µM (titrated, usually from 65.8 µM), for the others: at the highest dose activity change, negative = inhibition, actives largely listed as inhibitors; P27695; recombinant APE1, TAMRA/BHQ-2 abasic DNA cleavage fluorescence; AID 2517; hit rate 0.35% among 350,000;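 note: plate controls were vehicle for no effect and reference inhibitor for full effect; nearly all actives have a fitted effect of over 55% in size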
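Activity was derived from the fluorescence gain between first and third kinetic reads (60 s intervals, ex 525/em 598 nm) after 50 nM THF-abasic TAMRA/BHQ-2 duplex was added to 0.75 nM APE1 preincubated 15 min with compound.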
G9a inh: inhibitors of human histone lysine methyltransferase G9a. G9a H3K9 monomethylation, AlphaScreen, 2 h. Potency, µM (top dose mostly 102 µM), for inactives: at the top dose activity, negative = inhibition, usual class: inhibitors. hit rate 8.8% among 350,000. AID 504332; note: % is set by controls: 0 for no effect and ±100 for the full control effect; nearly all actives have a fitted effect of over 75% in size
Target sequence (Q96KQ7 913-1193 limits assumed): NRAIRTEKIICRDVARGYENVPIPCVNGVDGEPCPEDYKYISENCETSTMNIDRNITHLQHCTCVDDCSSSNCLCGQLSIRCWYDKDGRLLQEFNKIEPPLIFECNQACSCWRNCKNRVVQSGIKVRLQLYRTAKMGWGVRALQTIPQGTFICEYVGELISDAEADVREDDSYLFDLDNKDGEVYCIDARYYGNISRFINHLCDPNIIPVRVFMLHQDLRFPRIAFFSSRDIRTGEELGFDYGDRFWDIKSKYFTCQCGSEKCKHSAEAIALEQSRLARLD
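Readings reflect AlphaScreen signal from monomethyl-H3K9 antibody detection. HMT at 20 nM; substrate b-H3K9 500 nM; cofactor SAM 20 uM; 2 h RT reaction; compounds tested as titrations in qHTS with 15 min preincubation.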
BLM inh: blocks DNA unwinding by human BLM helicase; hit rate 0.2% among 350,000; recombinant BLM DNA unwinding, fluorescence dequenching; AID 2528; Potency, µM (doses to about 56.1 µM), inactives show top-dose activity change, negative = inhibition, most hits filed as inhibitors;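 note: plate controls were vehicle for no effect and no enzyme for full effect; nearly all actives have a fitted effect of over 35% in size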
Pol kappa inh: DNA polymerase kappa (human) inhibition; Q9UBT6; purified Pol kappa, fluorescent DNA synthesis assay, 10 min; Potency, µM (top dose mostly 107 µM), inactives show at the highest dose activity, negative = inhibition, usual class: inhibitors; hit rate 0.53% among 400,000; note: % is set by controls: 0 for no effect and ±100 for the full control effect
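Activity was followed as the change in fluorescence between reads at 0 and 10 min after starting the reaction with 50 nM substrate. Beforehand, 10 nM polymerase had been preincubated with compound for 15 min at room temperature.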
JMJD2A Tudor: JMJD2A Tudor domain (human) inhibition; hit rate 4.4% among 390,000; O75164; AlphaScreen JMJD2A-Tudor / H3K4me3 peptide binding; Potency, µM (series often up to 114 µM), inactives show top-dose activity change, negative = inhibition, most hits filed as inhibitors; note: % is set by controls: 0 for no effect and ±100 for the full control effect; nearly all actives have a fitted effect of over 50% in size
BAZ2B block: BAZ2B (human) inhibition | Q9UIF8 | AlphaScreen BAZ2B-H3K14Ac peptide displacement | Potency, µM (top dose mostly 114 µM), for the others: top-dose activity change, negative = inhibition, actives largely listed as inhibitors | hit rate 4.4% among 360,000 | AID 504333; note: % is set by controls: 0 for no effect and ±100 for the full control effect; nearly all actives have a fitted effect of over 60% in size
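Multi-concentration screen (max 110 uM) measuring displacement of acetylated histone H3 peptide from BAZ2B by AlphaScreen, using 50 nM protein, 50 nM peptide and 10 ug/mL streptavidin donor plus Ni-chelate acceptor beads.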
POLI inh: inhibitors of human DNA polymerase iota; Q9UNA4; Pol iota fluorescent replication assay, 10 min; Potency, µM (highest dose often 115 µM), for inactives: top-dose activity, negative = inhibition, hits mostly inhibitors; hit rate 1% among 390,000
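Pol iota at 10 nM preincubated 15 min with compounds at room temperature; reaction started with fluorescent substrate, 50 nM final. Fluorescence read kinetically at 0 and 10 min; buffer-only wells as negative control.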
Pol beta inh: DNA polymerase beta (human) inhibition | hit rate 1.3% among 340,000 | AID 485314 | Potency, µM (doses to about 114 µM), inactives show at the highest dose activity change, negative = inhibition, actives largely listed as inhibitors | Pol beta primer extension/strand displacement, fluorescence kinetic | P06746; note: % is set by controls: 0 for no effect and ±100 for the full control effect
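Pol beta (10 nM) was preincubated with compound for 15 min at room temperature. The reaction was then started with 50 nM substrate and read immediately and after a further 10 min at room temperature.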
Starred values were filed as active, the others as inactive; u = inconclusive; x = not tested or not shown; & = joins results of further samples; [ ] = dose if it differs, or a comment. Calls come from the whole dose curve; as a rule, active = well fitted curve in the direction sought with a large enough effect; inconclusive = small, poorly fitted or top-dose-only effect, or another doubt; inactive = no such curve, though single readings can be large; an effect the other way counts as inactive or inconclusive. Potency is the fitted concentration of half-maximal effect. An excerpt; the hit share may differ from the screen's.

Pol eta inh,APEX1 inh,G9a inh,BLM inh,smiles,Pol kappa inh,JMJD2A Tudor,BAZ2B block,POLI inh,Pol beta inh
-7%,0%,22%[12.7 µM],-8%,CCCC(=O)Nc1cc2c(cc1C(C)=O)OCCO2,4%,11%,2%,9%,11%
5%,3%,u,-12%,O=S(=O)(NC1CCCC1)c1ccc(-n2cnnn2)cc1,0%,-2%,9%,19%,49%
-3%,0%,u,5%,O=C(O)c1cccc2c1C(=O)c1ccccc1C2=O,-12%,-7%,x,-13%,3%
-8%,1%,-48%,2%,O=C(O)CCc1n[nH]c(=S)[nH]c1=O,12%,-1%,2%,13%,1%
-4%,20%,u,-1%,Brc1ccc(Nc2ncnc3[nH]ncc23)cc1,5%,-7%,-5%,u,4%
4%,16%,6%[12.7 µM],-2%,CC1CCCC(C)N1/N=C/c1ccc(Cl)cc1 (stereo not given),-4%,-35%,-11%,23%,-10%
-9%,-1%,0%,0%,O=C(CN1CCN(Cc2ccccc2)CC1)N/N=C/c1cccnc1,-2%,7%,0%,20%,40%
-6%,-2%,-18%[59 µM],-12%,CN1CC(c2ccc(Cl)c(Cl)c2)[C@@]2(COc3ccccc3C2=O)[C@@]12C(=O)Nc1ccccc12 (stereo not given in full),-7%,u,-37%,2%,4%
3%,12%,-42%,6%,NC(=NC(=O)c1ccc(Cl)cc1)N1N=CCC1c1ccccc1 (stereo not given),-12%,-5%,-20%,65%[activator],-1%
-11%,48%,x,x,COc1ccc(CCNC(=O)COC(=O)c2cnc(Cl)c(Cl)c2)cc1,-2%,3%,x,28%,x
-14%,x,1%[59 µM],-3%,CC1CCC(NC(=O)Cn2ncc3c4ccccc4n(Cc4ccc(F)cc4)c3c2=O)CC1 (stereo not given),-6%,-17%,3%,30%,-19%
1%,-4%,u,-10%,COc1ccc(OC)c(NC(=O)c2cc(S(=O)(=O)NCc3ccco3)ccc2F)c1,-20%,u,u,-1%,-1%

The list continues.
Pol eta inh,APEX1 inh,G9a inh,BLM inh,smiles,Pol kappa inh,JMJD2A Tudor,BAZ2B block,POLI inh,Pol beta inh
-9%,1%,6%[2.33 µM],-1%,O=C(Nn1cnc2ccccc2c1=O)c1ccc(Br)cc1,-5%,-1%,4%,137%[activator],10%
-7%,0%,19%[12.7 µM],0%,CCOc1ccccc1Oc1ccc(C(F)(F)F)cn1,-17%,18%,30%,-14%,4%
u,u,7.1µM*,-13%,CCN(c1ccc(NS(=O)(=O)c2cc(Cl)ccc2Cl)cc1)C(C)C,-20%,50µM*,35µM*,1%,15%
11%,-20%,2%[0.501 µM],-4%,COc1ccc(CNC(=O)c2cc(=O)c3ccc(C)c(C)c3o2)cc1,-6%,-17%,u,-1%,u
-14%,2%,0.4µM*,2%,S=c1[nH]nc(-c2ccc(Br)cc2)n1Cc1ccco1,-7%,56µM*,u,19%,-1%
-4%,41%,x,x,CC[C@]12c3[nH]c4ccccc4c3CCN1C(=O)C(CC(=O)NCCCOC)C[C@@H]2C(=O)N1CCN(C(=O)C2CC2)CC1 (stereo not given in full),11%,-2%,x,27%,x
11%,2%,-1%[0.501 µM],0%,Cc1ccc(C(=O)CNc2ccc(C)cc2C)cc1,1%,u,-12%,124%[activator],0%
-9%,-1%,27%[59 µM],-4%,COc1cccc(CNC(=O)CC(NC(C)=O)c2ccccc2)c1 (stereo not given),2%,-2%,-14%,15%,0%
-3%,1%,8%,2%,O=C(CSc1nnnn1-c1ccc(F)cc1)NNC(=O)c1ccco1,-14%,-5%,-37%,-5%,1%
-12%,0%,-39%[12.7 µM],-12%,CCN(CC)CCC(=O)N1c2ccccc2Sc2ccc(Cl)cc21,2%,-11%,3%,-26%,x
-17%,-1%,40%[activator][59 µM],-8%,COc1ccc(/C=N/Nc2cc(C)nc(-n3nc(C)cc3C)n2)c(OC)c1,-16%,u,-32%,-3%,-1%
-8%,14%,1.8µM*,5%,Fc1ccc(-c2n[nH]c(=S)n2/N=C/c2c[nH]c3ccccc23)cc1,1%,u,8%,14%,7%

More results
Pol eta inh,APEX1 inh,G9a inh,BLM inh,smiles,Pol kappa inh,JMJD2A Tudor,BAZ2B block,POLI inh,Pol beta inh
-20%,0%,-21%,-6%,COc1ccc([N+](=O)[O-])cc1NS(=O)(=O)c1ccc(C)cc1,-5%,-18%,-12%,34%[activator],1%
-16%,x,-4%[59 µM],-3%,CCc1ccc(-c2cc(C)no2)cc1S(=O)(=O)Nc1cc(OC)c(OC)c(OC)c1,-9%,0%,-4%,-12%,-29%
x,x,-5%[59 µM],-8%,CCOc1ccc(CNC(=O)c2ccc3c(c2)N(Cc2ccccc2)CCS3)cc1,4%,-11%,-29%,-13%,11%
u,-7%,-16%[59 µM],-6%,O=C(Nc1nnc(SCc2ccccc2Cl)s1)c1cccc([N+](=O)[O-])c1,-13%,u,-8%,-3%,-8%
-11%,-3%,9%,-4%,O=C(CSCc1ccccc1Cl)NN1C(=O)c2ccccc2C1=O,-4%,-7%,-15%,u,0%
-12%,1%,-11%[59 µM],-12%,CCOc1ccc(NC(=O)CSc2nnc(-c3ccoc3C)n2CC2CCCO2)cc1 (stereo not given),2%,-3%,3%,15%,11%
u,x,-32%[59 µM],2%,COc1ccc(OC)c(NC(=O)CN2C(=O)c3ccccc3Sc3ccc(C(=O)N4CCCC4)cc32)c1,-14%[60.1 µM],-29%,-17%,u,u
-12%,1%,4%[59 µM],-2%,Cc1c(C(=O)N/N=C/c2ccc(O)cc2)sc(=S)n1C,-5%,1%,1%,20%,10%
-13%,-2%,u,-3%,CCOC(=O)c1c(N)nn(C(=O)C(C)(C)C)c1-c1ccccc1,6%,-10%,4%,11%,-20%
28%,6%,-13%[59 µM],-2%,CC(C)c1ccc(NC(=O)C2CC(=O)Nc3nc4ccccc4n32)cc1 (stereo not given),-3%,-8%[11.4 µM],-5%,21%,3%
-11%,19%,20%[59 µM],1%,COc1ccc2c(=O)c(-c3ccc(OC)c(OC)c3)coc2c1,8%,-5%,1%,4%,22%
-4%,3%,16%[59 µM],-5%,O=[N+]([O-])c1ccc(S(=O)(=O)NCC2COc3ccccc3O2)cc1 (stereo not given),1%,-30%,u,22%,0%

3 entries from above in a different format:
| canonical_smiles | Pol eta inh | APEX1 inh | G9a inh | BLM inh | Pol kappa inh | JMJD2A Tudor | BAZ2B block | POLI inh | Pol beta inh |
| --- | --- | --- | --- | --- | --- | --- | --- | --- | --- |
| Cc1c(C(=O)N/N=C/c2ccc(O)cc2)sc(=S)n1C | -12% | 1% | 4%[59 µM] | -2% | -5% | 1% | 1% | 20% | 10% |
| CCOC(=O)c1c(N)nn(C(=O)C(C)(C)C)c1-c1ccccc1 | -13% | -2% | u | -3% | 6% | -10% | 4% | 11% | -20% |
| CC(C)c1ccc(NC(=O)C2CC(=O)Nc3nc4ccccc4n32)cc1 (stereo not given) | 28% | 6% | -13%[59 µM] | -2% | -3% | -8%[11.4 µM] | -5% | 21% | 3% |

Next section:
Pol eta inh,APEX1 inh,G9a inh,BLM inh,smiles,Pol kappa inh,JMJD2A Tudor,BAZ2B block,POLI inh,Pol beta inh
u,-3%,1%[59 µM],-7%,O=C(CSc1c(Cl)cccc1Cl)N1CCC(c2nc3ccccc3s2)CC1,-17%,u,7%,u,5%
-13%,12%,10%[59 µM],-2%,CN(C)S(=O)(=O)c1ccc(C(=O)OCC(=O)NC(=O)NCc2ccccc2)cc1,0%,-11%,9%,1%,u
12%,4%,x,-8%,CCc1c(O)nc(SCC(=O)Nc2ccc(Br)cc2)n(-c2ccc(C)cc2)c1=O,-6%,-22%,u,-26%,u
-24%,x,7%[59 µM],-21%,Cc1ccc(Cc2nc3ccccc3nc2SCC(=O)N2CCCCC2C)cc1 (stereo not given),-14%[60.1 µM],3%,8%,7%,2%
-16%,x,u,-9%,CCOC(=O)c1c(C)n(-c2ccccc2)c2ccc(OC(=O)c3cccc(C)c3)cc12,-7%,3%,-7%,9%,32%
-18%,17%,57%[activator][59 µM],-1%,COc1ccc(CNC(=O)C2CCN(S(C)(=O)=O)CC2)cc1,2%,-18%,-14%,68%[activator],37%
-17%,x,-20%[59 µM],-7%,COc1ccc(-n2c(C)c(C(C)=O)c3cc(OC(=O)c4ccc(C)cc4)ccc32)cc1,1%,-24%,-36%,-9%,1%
-11%,3%,-17%,-5%,Cc1csc(SCC(=O)NCCc2ccc(Cl)cc2Cl)n1,-18%,-6%,-13%,18%,-10%
1%,16%,x,-4%,COc1ccc(C(CCNC(C)c2ccccc2)C(C)C)cc1 (stereo not given),-6%,0%,-1%,71%[activator],25%
-22%,x,x,x,COc1ccccc1CC(=O)N1CCN(c2ccc(F)cc2)CC1,-7%,-10%,x,146%[activator],x
-21%,12%,7%[0.501 µM],x,CCOc1ccccc1OCC(=O)Nc1cc(S(=O)(=O)N2CCCCC2)ccc1OC,-14%,-4%,-5%,71%[activator],x
-11%,x,1%[59 µM],-3%,COc1ccccc1C(=O)c1cn(CC(=O)Nc2ccccc2F)c2nc(C)ccc2c1=O,-14%,-26%,-5%,8%,-1%

More records:
Pol eta inh,APEX1 inh,G9a inh,BLM inh,smiles,Pol kappa inh,JMJD2A Tudor,BAZ2B block,POLI inh,Pol beta inh
-18%,-2%,-5%,1%,COC(=O)NNC(=O)COc1ccc(Br)c(C)c1,-24%,-10%,3%,24%,-5%
0%,-7%,-27%,-5%,Cn1ccnc1Sc1ccc(C=O)cc1[N+](=O)[O-],-1%,u,-3%,34%[activator],8%
-21%,-1%,13%,-14%,Cc1ccc(CNC(=O)c2nnn(-c3cccc(C)c3)c2N)cc1,-5%,11%[57.1 µM],0%,-14%,41%
-9%,52%[activator],44%,-3%,CN(C(=O)c1cc2c(=O)n3ccccc3nc2n1C)C1CCCCC1,-1%,20%,4%,17%,0%
-9%,x,9%[59 µM],0%,CCOC(=O)Cn1c(=O)oc2cc(S(=O)(=O)N3CCN(c4ccc(F)cc4)CC3)ccc21,0%,-6%,32%[activator],31%[activator],2%
-7%,-5%,-9%,-12%,CCOc1ncccc1C(=O)N1CCCSC1=Nc1ccc(C(C)=O)cc1,-6%,-10%,-34%,1%,7%
u,0%,46%&-39%[59 µM],-6%&-2%,CCc1ccccc1NC(=O)Cc1cn(C)c2ccccc12,4%[60.1 µM],-20%&-19%,u,u,29%&30%
-9%,16%,1%,-6%,CN(c1ccccc1C(=O)Nc1ccc2c(c1)n(C)c(=O)n2C)S(C)(=O)=O,-10%,-7%,-9%,3%,32%
-3%,-2%,x,0%,CC(=O)NCCC(=O)Nc1ccc(F)cc1C,-2%,0%,8%,10%,33%
